MrgX1 antag – antagonists of human MrgX1 receptor, primary screen, HEK293 cells, Fluo-4 calcium flux; 1.3% of 310,000 active; BAM8-22 antagonism; stronger effect = lower value; Mas-related G-protein coupled receptor member X1 (Homo sapiens), Q96LB2; B-score at 10 µM;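 active = calcium-response B-score plate-corrected more than 3 library SD below zero, starting fluorescence within 5 deviations, no agonist response on first addition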;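 note: peak minus trough fluorescence over baseline after final BAM8-22 challenge near maximal dose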
TRPC4 potent – positive allosteric modulators of TRPC4, primary screen, cell-based, mouse TRPC4beta, HEK293 mu-opioid, Fluo-4 calcium. Short transient receptor potential channel 4 (Mus musculus), Q9QUQ5. DAMGO EC20, Fluo-4 Ca2+ flux; stronger effect = higher value. B-score at 10 µM. 0.42% of 310,000 active. AID 2227, 2009;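 active = B-score of calcium response area above 5 SD of library B-scores, with initial fluorescence ratio within 5 SD of library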;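 note: B-score of integrated fluorescence ratio over time as area under calcium response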
MrgX1 allo act – positive allosteric modulators of MrgX1, primary screen, HEK293 cells, Fluo-4 calcium flux. AID 588675, 2011. Mas-related G-protein coupled receptor member X1 (Homo sapiens), Q96LB2. FDSS; stronger effect = higher value. B-score at 10 µM. 0.63% of 310,000 active;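 active = plate-corrected calcium response at least 3 library SD above typical, normal starting fluorescence, not activating the receptor alone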;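 note: compound read alongside a low EC10 to EC30 dose of BAM8-22 agonist; peak minus trough fluorescence over baseline measured at the second addition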
TRPC6 inhibitor – mouse TRPC6 channel inhibitors, primary screen, cell-based, HEK293, membrane potential dye; Short transient receptor potential channel 6 (Mus musculus), Q61143; ACh-evoked depolarization; stronger effect = lower value; B-score at 10 µM; 1.1% of 310,000 active;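 active = B-score under library mean minus 3 SD, initial fluorescence not abnormally high, positive integrated signal ratio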;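 note: B-score derived from integrated fluorescence ratio over the kinetic read; more negative B-score means stronger inhibition of depolarization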
MrgX1 ag – agonists of human MrgX1 receptor, primary screen, HEK293 cells, Fluo-4 calcium flux | B-score at 10 µM | 0.44% of 310,000 active | Fluo-4 calcium fluorescence, agonist mode; stronger effect = higher value | AID 588627, 2011;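 active = calcium response B-score plate-corrected fluorescence ratio at least 3 library SD, with starting fluorescence B-score inside 5 SD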
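times = overnight plating, then 30 min 37 °C plus 30 min room-temperature dye loading | assay system = stable human MrgX1 HEK293 cell line | input = fifteen thousand cells per well | signal = kinetic calcium dye fluorescence, Fluo-4 NW | dosing = compound delivered in addition one of three | read-out = B-scored fluorescence response ratio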
ANO1 block – TMEM16A chloride channel inhibitors, primary screen, cell-based, HTS; Anoctamin-1 (Mus musculus), Q8BHY3; HEK293 TMEM16A/YFP iodide influx fluorescence, ionomycin; normalized B-score (activity score, 25-100; higher = stronger inhibition) at 10 µM; 1.2% of 310,000 active; AID 588511, 2011;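 active = ratio plate-corrected score three or more library SD toward inhibition, starting fluorescence score within five deviations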;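 note: score derived from kinetic fluorescence span divided by baseline fluorescence per well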
Target sequence (Q8BHY3 whole entry, looked up): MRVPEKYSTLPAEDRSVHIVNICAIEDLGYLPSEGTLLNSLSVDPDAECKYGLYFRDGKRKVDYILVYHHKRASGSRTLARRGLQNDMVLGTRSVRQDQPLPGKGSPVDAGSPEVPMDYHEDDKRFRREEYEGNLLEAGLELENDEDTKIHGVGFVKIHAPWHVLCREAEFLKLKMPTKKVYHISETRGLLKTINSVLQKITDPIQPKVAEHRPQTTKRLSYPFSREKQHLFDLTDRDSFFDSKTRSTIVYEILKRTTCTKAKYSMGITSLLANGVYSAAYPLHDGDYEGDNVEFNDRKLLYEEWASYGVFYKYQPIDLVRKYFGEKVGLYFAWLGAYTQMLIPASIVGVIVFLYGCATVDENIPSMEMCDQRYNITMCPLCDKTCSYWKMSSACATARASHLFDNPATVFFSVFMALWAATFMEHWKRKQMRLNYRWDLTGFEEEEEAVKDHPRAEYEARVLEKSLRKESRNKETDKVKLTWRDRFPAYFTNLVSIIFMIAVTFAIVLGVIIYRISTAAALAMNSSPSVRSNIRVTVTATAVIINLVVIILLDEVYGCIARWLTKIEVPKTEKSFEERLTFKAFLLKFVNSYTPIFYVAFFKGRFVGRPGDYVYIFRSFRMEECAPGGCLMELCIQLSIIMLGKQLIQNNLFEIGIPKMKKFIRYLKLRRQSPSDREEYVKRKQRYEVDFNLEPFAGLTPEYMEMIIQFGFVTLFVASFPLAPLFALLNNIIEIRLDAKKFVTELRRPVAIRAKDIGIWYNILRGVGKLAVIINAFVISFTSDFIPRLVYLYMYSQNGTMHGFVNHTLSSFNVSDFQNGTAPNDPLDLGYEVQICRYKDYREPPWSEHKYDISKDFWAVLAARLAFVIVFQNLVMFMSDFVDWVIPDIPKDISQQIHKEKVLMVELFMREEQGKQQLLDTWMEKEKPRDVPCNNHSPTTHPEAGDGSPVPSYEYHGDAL
TRPC4 block – inhibitors of mouse TRPC4 channel, primary screen, Fluo4 calcium, HEK293 TRPC4beta/mu-opioid cells; B-score at 10 µM; Short transient receptor potential channel 4 (Mus musculus), Q9QUQ5; 0.39% of 300,000 active; DAMGO-evoked Fluo4 calcium flux; stronger effect = lower value;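 active = B-score over 3 SD under the library average, no early fluorescence shift, positive overall ratio signal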
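test system = HEK293 cells with stable TRPC4beta plus mu-opioid receptor expression | detection = Fluo4 Ca2+ flux fluorescence | read-out = integrated fluorescence ratio relative to baseline, converted to per-well B score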
TMEM16A act – TMEM16A chloride channel activators or potentiators, primary screen, cell-based, HTS. Anoctamin-1 (Mus musculus), Q8BHY3. AID 623877, 2012. 0.3% of 340,000 active. HEK293 TMEM16A/YFP-H148Q/I152L, iodide quench fluorescence; stronger effect = lower value. B-score at 10 µM;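 active = fluorescence-ratio B-score plate-corrected deviation score at least 3 library SD below zero, with starting fluorescence score within 5 deviations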;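 note: channel opened by trigger with iodide after compound preincubation; score built on the fluorescence ratio of max minus min over baseline; more negative score means more quench and so TMEM16A activation or potentiation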
TRPC4 act – activators of mouse TRPC4 channel, primary screen, Fluo4 calcium, HEK293 TRPC4beta/mu-opioid cells; 0.49% of 310,000 active; Fluo4 calcium fluorescence; stronger effect = higher value; B-score at 10 µM; Short transient receptor potential channel 4 (Mus musculus), Q9QUQ5;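 active = B-score above 5 SD of library B-scores, and initial fluorescence ratio not above library mean plus 5 SD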;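 note: positive B-score marks a calcium rise read as TRPC4 activation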
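Assay system – TRPC4beta and mu-opioid receptor HEK293 stable cells · Measured by – Fluo4 fluorescence, kinetic · Schedule – dye loading 45 min room temperature, 110 s kinetic read · Read-out – B-scored integrated calcium fluorescence ratio · Controls – buffer and maximal DAMGO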
TRPC6 act – mouse TRPC6 channel activators, primary screen, cell-based, HEK293, membrane potential dye; Short transient receptor potential channel 6 (Mus musculus), Q61143; HEK293-TRPC6 membrane potential dye fluorescence; stronger effect = higher value; B-score at 10 µM; 0.13% of 310,000 active; AID 2550, 2010;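 active = B-score of the integrated fluorescence ratio above library mean plus 3 SD, and starting fluorescence ratio within library mean plus 5 SD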;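 note: higher score means more depolarization so channel activation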
RGS4 block – RGS4 inhibitors, primary screen, cell-based, HEK293 M3R inducible RGS4, calcium flux; AID 463165, 2010; 0.45% of 310,000 active; Fluo-4 calcium flux; stronger effect = higher value; triggered by carbachol at its EC20; B-score at 10 µM;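 active = B-score, a plate-corrected calcium signal, over three deviations above library mean, with baseline fluorescence within five deviations of library mean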;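 note: RGS4 expression induced by doxycycline in cells with stable M3 receptor; B-score is computed from the integrated fluorescence ratio over baseline after carbachol; higher B-score means a larger calcium signal and so more RGS4 inhibition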
* marks the source's active call; other numbers are inactive results.

CCOC(=O)c1c(N)sc2c1C1CCN2CC1 was read as MrgX1 antag inactive, TRPC4 potent inactive, MrgX1 allo act inactive, TRPC6 inhibitor inactive, MrgX1 ag inactive, ANO1 block inactive, TRPC4 block inactive, TMEM16A act inactive, TRPC4 act inactive, TRPC6 act inactive and RGS4 block inactive.
CN(C)c1nc2ncn(Cc3ccccc3)c2c(=O)[nH]1 was read as MrgX1 antag inactive, TRPC4 potent inactive, MrgX1 allo act inactive, TRPC6 inhibitor inactive, MrgX1 ag inactive, ANO1 block inactive, TRPC4 block inactive, TMEM16A act inactive, TRPC4 act inactive, TRPC6 act inactive and RGS4 block inactive.
COc1ccc(C)cc1Nc1nc(C)nc2c1oc1ccccc12 was read as MrgX1 antag inactive, TRPC4 potent inactive, MrgX1 allo act inactive, TRPC6 inhibitor inactive, MrgX1 ag inactive, ANO1 block inactive, TRPC4 block inactive, TMEM16A act inactive, TRPC4 act inactive, TRPC6 act inactive and RGS4 block inactive.
For O=C(Nc1cccc2ccccc12)NC1CCCCC1 the results were MrgX1 antag inactive, TRPC4 potent inactive, MrgX1 allo act inactive, TRPC6 inhibitor inactive, MrgX1 ag inactive, ANO1 block inactive, TRPC4 block inactive, TMEM16A act inactive, TRPC4 act inactive, TRPC6 act inactive and RGS4 block inactive.
`OC[C@@H]1CCCN1Cc1nc(-c2cccs2)no1` gave MrgX1 antag inactive, TRPC4 potent inactive, MrgX1 allo act inactive, TRPC6 inhibitor inactive, MrgX1 ag inactive, ANO1 block inactive, TRPC4 block inactive, TMEM16A act inactive, TRPC4 act inactive, TRPC6 act inactive and RGS4 block inactive.
For CC(=O)Nc1ccc(OCC[n+]2cccc(C(N)=O)c2)cc1 the results were MrgX1 antag inactive, TRPC4 potent inactive, MrgX1 allo act inactive, TRPC6 inhibitor inactive, MrgX1 ag inactive, ANO1 block inactive, TRPC4 block inactive, TMEM16A act inactive, TRPC4 act inactive, TRPC6 act inactive and RGS4 block inactive.
For Cc1ccc(C)c(S(=O)(=O)N2CCN(C(C(=O)Nc3ccc(F)cc3)c3ccccc3)CC2)c1 (stereo not given) the results were MrgX1 antag inactive, TRPC4 potent inactive, MrgX1 allo act inactive, TRPC6 inhibitor inactive, MrgX1 ag inactive, ANO1 block inactive, TRPC4 block inactive, TMEM16A act inactive, TRPC4 act inactive, TRPC6 act inactive and RGS4 block inactive.
`Cc1ccc(S(=O)(=O)/N=C(/Nc2c(C)n(C)n(-c3ccccc3)c2=O)c2ccc(Cl)cc2)cc1` gave MrgX1 antag inactive, TRPC4 potent inactive, MrgX1 allo act inactive, TRPC6 inhibitor inactive, MrgX1 ag inactive, ANO1 block inactive, TMEM16A act inactive, TRPC4 act inactive, TRPC6 act inactive and RGS4 block inactive.
Screening O=S(=O)(c1cccs1)N1CN(C2CCCCC2)c2nc3ccccc3nc21 returned MrgX1 antag inactive, TRPC4 potent inactive, MrgX1 allo act inactive, TRPC6 inhibitor inactive, MrgX1 ag inactive, ANO1 block inactive, TRPC4 block inactive, TMEM16A act inactive, TRPC4 act inactive, TRPC6 act inactive and RGS4 block inactive.
Screening O=C(NNC(=O)c1ccccc1Cl)c1cc2cc(OC(F)(F)F)ccc2[nH]1 returned MrgX1 antag inactive, TRPC4 potent inactive, MrgX1 allo act 7.5*, TRPC6 inhibitor inactive, MrgX1 ag inactive, ANO1 block inactive, TRPC4 block inactive, TMEM16A act inactive, TRPC4 act inactive, TRPC6 act inactive and RGS4 block inactive.
`O=c1c(C(c2ccc(Cl)cc2)c2c(O)nc3n(c2=O)CCS3)c(O)nc2n1CCS2` gave MrgX1 antag inactive, TRPC4 potent inactive, MrgX1 allo act inactive, TRPC6 inhibitor inactive, MrgX1 ag inactive, ANO1 block inactive, TRPC4 block inactive, TMEM16A act inactive, TRPC4 act inactive, TRPC6 act inactive and RGS4 block inactive.
CC(=O)Nc1ccc(/C=N/NC(=O)c2cc3ccccc3nc2C)cc1 was read as MrgX1 antag inactive, TRPC4 potent inactive, MrgX1 allo act inactive, TRPC6 inhibitor inactive, MrgX1 ag inactive, ANO1 block inactive, TRPC4 block inactive, TMEM16A act inactive, TRPC4 act inactive, TRPC6 act inactive and RGS4 block inactive.
Screening Cc1cc(Cl)ccc1OCC(=O)NC(=S)Nc1ccc(Cl)cn1 returned MrgX1 antag inactive, TRPC4 potent inactive, MrgX1 allo act inactive, TRPC6 inhibitor inactive, MrgX1 ag inactive, ANO1 block inactive, TRPC4 block inactive, TMEM16A act inactive, TRPC4 act inactive, TRPC6 act inactive and RGS4 block inactive.
O=C(Nc1c2c(nn1-c1cccc(Cl)c1)CS(=O)(=O)C2)C1CC1 was read as MrgX1 antag inactive, TRPC4 potent inactive, MrgX1 allo act inactive, TRPC6 inhibitor inactive, MrgX1 ag inactive, ANO1 block inactive, TRPC4 block inactive, TMEM16A act inactive, TRPC4 act inactive, TRPC6 act inactive and RGS4 block inactive.
`COc1ccccc1CC(=O)NCc1csc(-c2cccs2)n1` gave MrgX1 antag inactive, TRPC4 potent inactive, MrgX1 allo act inactive, TRPC6 inhibitor inactive, MrgX1 ag inactive, ANO1 block inactive, TRPC4 block inactive, TMEM16A act inactive, TRPC4 act inactive, TRPC6 act inactive and RGS4 block inactive.
CC(=O)C1=C(O)C(=O)N(c2ccc(S(N)(=O)=O)cc2)C1c1cccc([N+](=O)[O-])c1 (stereo not given) was read as MrgX1 antag inactive, TRPC4 potent inactive, MrgX1 allo act inactive, TRPC6 inhibitor inactive, MrgX1 ag inactive, ANO1 block inactive, TRPC4 block inactive, TMEM16A act inactive, TRPC4 act inactive, TRPC6 act inactive and RGS4 block inactive.
Cc1ccc(C(=O)NN2C(=O)C3C4C=CC(C5CC45)C3C2=O)cc1 (stereo not given) was read as MrgX1 antag inactive, TRPC4 potent inactive, MrgX1 allo act inactive, TRPC6 inhibitor inactive, MrgX1 ag inactive, ANO1 block inactive, TRPC4 block inactive, TMEM16A act inactive, TRPC4 act inactive, TRPC6 act inactive and RGS4 block inactive.
For COc1ccccc1NC(=O)C[n+]1ccccc1 the results were MrgX1 antag inactive, TRPC4 potent inactive, MrgX1 allo act inactive, TRPC6 inhibitor inactive, MrgX1 ag inactive, ANO1 block inactive, TRPC4 block inactive, TMEM16A act inactive, TRPC4 act inactive, TRPC6 act inactive and RGS4 block inactive.
Screening C/C(CCc1ccc2c(c1)OCO2)=N\NC(=O)c1ccc(C)cc1C returned MrgX1 antag inactive, TRPC4 potent inactive, MrgX1 allo act inactive, TRPC6 inhibitor inactive, MrgX1 ag inactive, ANO1 block inactive, TRPC4 block inactive, TMEM16A act inactive, TRPC4 act inactive, TRPC6 act inactive and RGS4 block inactive.
Screening NC(=O)CSCc1ccc(Br)cc1 returned MrgX1 antag inactive, TRPC4 potent inactive, MrgX1 allo act inactive, TRPC6 inhibitor inactive, MrgX1 ag inactive, ANO1 block inactive, TRPC4 block inactive, TMEM16A act inactive, TRPC4 act inactive, TRPC6 act inactive and RGS4 block inactive.
Screening CC(=O)c1c(C)nc2ccc([N+](=O)[O-])cc2c1-c1ccccc1 returned MrgX1 antag inactive, TRPC4 potent inactive, MrgX1 allo act inactive, TRPC6 inhibitor inactive, MrgX1 ag inactive, ANO1 block inactive, TRPC4 block inactive, TMEM16A act inactive, TRPC4 act inactive, TRPC6 act inactive and RGS4 block inactive.
Screening CCN(CC)C(=O)CSc1nc(C)cc(C)n1 returned MrgX1 antag inactive, TRPC4 potent inactive, MrgX1 allo act inactive, TRPC6 inhibitor inactive, MrgX1 ag inactive, ANO1 block inactive, TRPC4 block inactive, TMEM16A act inactive, TRPC4 act inactive, TRPC6 act inactive and RGS4 block inactive.
`N#Cc1ccc(-c2ccccc2)nc1Sc1ccc(F)cc1` gave MrgX1 antag inactive, TRPC4 potent inactive, MrgX1 allo act inactive, TRPC6 inhibitor inactive, MrgX1 ag inactive, ANO1 block inactive, TRPC4 block inactive, TMEM16A act inactive, TRPC4 act inactive, TRPC6 act inactive and RGS4 block inactive.
Screening CN(C)c1ccc(C(=S)N2CCN(C(=S)Nc3ccc(Cl)cc3)CC2)cc1 returned MrgX1 antag inactive, TRPC4 potent inactive, MrgX1 allo act inactive, TRPC6 inhibitor inactive, MrgX1 ag inactive, ANO1 block inactive, TRPC4 block inactive, TMEM16A act inactive, TRPC4 act inactive, TRPC6 act inactive and RGS4 block inactive.
For CC(=O)c1cc2c(cc1NC(=O)CN1CCC(Cc3ccccc3)CC1)OCO2 the results were MrgX1 antag inactive, TRPC4 potent inactive, MrgX1 allo act inactive, TRPC6 inhibitor inactive, MrgX1 ag inactive, ANO1 block inactive, TRPC4 block inactive, TMEM16A act inactive, TRPC4 act inactive, TRPC6 act inactive and RGS4 block inactive.
COC(=O)CCCCCCCCC(=O)Nc1nc2ccccc2s1 was read as MrgX1 antag inactive, TRPC4 potent inactive, MrgX1 allo act inactive, TRPC6 inhibitor inactive, MrgX1 ag inactive, ANO1 block inactive, TRPC4 block inactive, TMEM16A act inactive, TRPC4 act inactive, TRPC6 act inactive and RGS4 block inactive.
